Screening results as filed in PubChem BioAssay.
MsrA inh – inhibitors of bovine MsrA; purified bovine MsrA, absorbance read-out; inhibition, % at 15.5 µM; hit rate 0.75% among 360,000; in the data active means inhibition above about 4.5%;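 further: 0% = vehicle wells with enzyme and 100% = reference inhibitor wells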
FAS TE block – inhibitors of human fatty acid synthase thioesterase domain; recombinant FAS-TE, OMFH fluorogenic substrate, fluorescence endpoint; P49327; inhibition, % at 15 µM; hit rate 0.67% among 360,000;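 active means compounds whose normalised, plate-corrected inhibition of enzyme fluorescence in the single-dose primary screen is 50% or more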;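 further: 0% = DMSO with enzyme and 100% = substrate without enzyme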
NRP1-CendR mod – alters CendR peptide binding to human NRP-1 | O14786 | FAM-RPARPAR peptide binding to NRP-1, fluorescence polarization | inhibition, % at 25 µM | hit rate 0.85% among 360,000 | AID 602438;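 active means inhibition or corrected inhibition above about 18%, plus a signal ratio from 0.5 to 1.5, limit read from the data, passing the limit was not always enough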; further: strong numbers were not always called active
Neddylation inh – inhibitors of human cullin neddylation | P61081+Q13564 | TR-FRET cullin neddylation, biochemical | calls only at 25 µM | hit rate 0.58% among 360,000 | AID 651699; in the data active means inhibition above about 36%
Target sequence (P61081 whole entry, looked up): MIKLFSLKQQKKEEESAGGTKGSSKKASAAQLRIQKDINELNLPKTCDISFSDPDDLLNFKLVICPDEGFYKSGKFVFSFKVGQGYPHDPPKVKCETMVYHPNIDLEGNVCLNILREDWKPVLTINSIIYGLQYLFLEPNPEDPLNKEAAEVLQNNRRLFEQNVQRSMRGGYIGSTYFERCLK
Target sequence (Q13564 whole entry, looked up): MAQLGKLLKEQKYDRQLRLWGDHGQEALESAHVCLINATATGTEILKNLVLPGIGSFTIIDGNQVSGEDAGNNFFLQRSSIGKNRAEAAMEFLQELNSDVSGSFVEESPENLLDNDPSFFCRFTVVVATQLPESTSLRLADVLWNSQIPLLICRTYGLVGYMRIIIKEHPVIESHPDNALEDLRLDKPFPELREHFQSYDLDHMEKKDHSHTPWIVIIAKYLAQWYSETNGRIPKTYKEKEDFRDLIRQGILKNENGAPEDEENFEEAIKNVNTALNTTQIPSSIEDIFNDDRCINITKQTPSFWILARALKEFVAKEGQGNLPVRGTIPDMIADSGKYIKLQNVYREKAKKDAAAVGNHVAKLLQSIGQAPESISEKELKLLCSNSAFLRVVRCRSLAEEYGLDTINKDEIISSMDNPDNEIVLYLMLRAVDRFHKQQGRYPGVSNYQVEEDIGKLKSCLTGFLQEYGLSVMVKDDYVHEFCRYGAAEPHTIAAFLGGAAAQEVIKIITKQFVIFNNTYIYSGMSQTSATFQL
E coli Lon inh – inhibitors of E. coli Lon protease | AID 602123 | purified E. coli Lon protease, fluorescence polarization | P0A9M0 | hit rate 0.42% among 360,000 | inhibition, % at 7.94 µM; in the data active means inhibition above about 13%, passing the limit was not always enough;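 further: 0% = enzyme with probe and DMSO and 100% = no enzyme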
SKN-1 inh – inhibitors of C. elegans SKN-1 | C. elegans VP596 Pgst-4::GFP/RFP ratio, acrylamide-induced, 24 h | hit rate 0.49% among 360,000 | inhibition, % at 21.8 µM;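 active means interference check ratio from 0.5 to 1.5 plus GFP to RFP signal ratio inhibition reaching or exceeding a fixed threshold, cut at about 30% in these data, passing the limit was not always enough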; further: some compounds called inactive have numbers as strong as hits
MT1-MMP act inh – inhibitors of human MT1-MMP activation; P50281; HT1080 RFP-PRO-GFP cells, GFP/RFP ratio fluorescence, overnight; percent of plate control window, DMSO zero; GFP/RFP ratio change, % at 20 µM; hit rate 0.061% among 360,000; AID 651647;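 active means GFP/RFP ratio change of at least 30% with cell ATP level not reduced by more than half and red fluorescence within 50% of control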; further: strong numbers were not always called active
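Assay system: HT1080 RFP-PRO-GFP cells. Benchmarks: DMSO vehicle wells and RFP-L50D-GFP reporter cell wells. Times: overnight cell settling, then overnight compound exposure, 37 °C, 5% CO2. Compound: 20 µM single dose, 1% DMSO. Read-out basis: GFP/RFP fluorescence ratio.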
Rin1 Abl inh – inhibitors of human Rin1-Abl protein interaction; P00519+Q13671; TR-FRET Rin1/Abl binding, biochemical; inhibition, % at 7.35 µM; hit rate 0.4% among 360,000; AID 588664; in the data active means inhibition above about 5%, passing the limit was not always enough
MsrA act – bovine methionine sulfoxide reductase A activation | purified bovine MsrA, absorbance read-out | activation, % at 10.6 µM | hit rate 0.3% among 360,000 | AID 602163; in the data active means activation above about 7.5%;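 further: 0% = vehicle and 100% = reference activator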
* marks the source's active call; other numbers are inactive results; i = inactive; · = not tested or not shown. Compounds as they come; 4.2% or so of the library scored in one or more.

Start of the data: the first three records (preview)
Compound	MsrA inh	FAS TE block	NRP1-CendR mod	Neddylation inh	E coli Lon inh	SKN-1 inh	MT1-MMP act inh	Rin1 Abl inh	MsrA act
CC(C)(C)NC(=O)c1ccccc1NC(=O)C1CC(=O)N(C2CCCCC2)C1 (stereo not drawn)	-0.1	-8	10	i	4	-4	3	3	-2
O=C(O)c1cc(/C=N\O)ccc1OCc1ccccc1	0.1	-6	9	i	4	15	0	2	-2
CSCCC(NC(=O)c1ccccc1Cl)C(=O)Nc1ccncc1 (stereo not drawn)	-0.8	-6	12	i	8	17	-2	-1	-2

The whole of this part, repeating the preview:
Compound	MsrA inh	FAS TE block	NRP1-CendR mod	Neddylation inh	E coli Lon inh	SKN-1 inh	MT1-MMP act inh	Rin1 Abl inh	MsrA act
CC(C)(C)NC(=O)c1ccccc1NC(=O)C1CC(=O)N(C2CCCCC2)C1 (stereo not drawn)	-0.1	-8	10	i	4	-4	3	3	-2
O=C(O)c1cc(/C=N\O)ccc1OCc1ccccc1	0.1	-6	9	i	4	15	0	2	-2
CSCCC(NC(=O)c1ccccc1Cl)C(=O)Nc1ccncc1 (stereo not drawn)	-0.8	-6	12	i	8	17	-2	-1	-2
CCOc1nc(-c2ccc(OC)cc2)ccc1-c1noc(-c2ccncc2)n1	-0.8	-2	6	i	-2	8	-2	3	-1
CCC(C)NC(=O)C1c2ccccc2C(=O)N1Cc1cc(OC)ccc1OC (stereo not drawn)	-0.8	-9	-2	i	0	6	1	3	-6
COc1ccc(C2=NN3C(C2)c2ccccc2OC3c2cccs2)cc1 (stereo not drawn)	0.0	10	-25	i	7	8	-1	0	-6
O=C(COC(=O)CCC(=O)c1cccs1)NCc1ccccc1	1.4	-5	5	i	6	-1	1	1	-4
Cc1cc(NC(=O)CSc2nc3c(c(=O)n2CCc2ccccc2)SC(C)C3)no1 (stereo not drawn)	1.2	12	8	i	0	6	-5	-2	-2
O=S(=O)(c1cccc(Br)c1)N1CCN(CCc2ccccc2)CC1	-0.7	20	-12	i	-12	-11	0	-2	-3
O=C(/C=C/c1ccc(Cl)cc1)N1CCN(c2c(Cl)cccc2[N+](=O)[O-])CC1	1.9	39	-10	i	8	7	-3	1	-4
CCCn1cnc2c(cnn2-c2ccc(F)cc2)c1=O	-0.6	-8	10	i	-3	-1	-12	3	-3
O=C(COC(=O)Cc1ccc(Cl)cc1)Nc1ccc2[nH]c(=O)[nH]c2c1	1.7	-2	-9	i	-5	-5	3	4	-4
Cc1ccc(S(=O)(=O)N/N=C/c2cccc3nccnc23)cc1	1.5	-2	6	i	-17	0	-8	-5	-3
CC(C)(C)c1ccc(C(=O)/C(C#N)=C/c2cccs2)cc1	-0.1	-4	-30	i	-17	30	6	2	-3
Cn1c(=O)c2c(ncn2CC(=O)N2CCN(C(=O)c3ccco3)CC2)n(C)c1=O	1.0	-6	-5	i	-6	-12	2	1	-2
Cc1ccc(S(=O)(=O)n2c(N)nc3ccccc32)cc1	0.3	-2	4	i	1	0	-1	1	-3
Cc1noc(C)c1C(=O)OCC(=O)NC(c1ccccc1)c1ccccc1	-0.2	15	9	i	3	2	-7	0	-4
CCN(CC)C(=O)C1CCCN(C(=O)Nc2ccc3nsnc3c2)C1 (stereo not drawn)	1.0	-2	34*	·	-13	-3	-4	3	0
CC(=O)Nc1ccc(NCC(=O)c2ccccc2)cc1	-0.1	-2	14	i	-8	12	1	0	0
COc1cccc(NC(=O)c2ccc(NC(=O)C(C)(C)C)cc2)c1	0.2	-10	-9	i	-5	7	7	0	-9
COc1ccc(-c2ncccc2OC(=O)C23CC4CC(CC(C4)C2)C3)cc1OC	0.3	18	8	·	2	-7	6	0	-6
CO/N=C/C(C(C)=O)C(=O)Nc1ccc(Cl)cc1Cl (stereo not drawn)	-0.6	-2	5	i	-1	-2	2	1	6
CC1=CC(=C(C#N)C#N)C=C(C)N1CCC(C)C	2.5	17	-12	i	-7	5	-4	6	-17
CCOc1cc(S(=O)(=O)NCc2ccncc2)c(C)cc1C	1.0	-3	0	i	-1	1	3	1	-9
O=C(Nc1ccnn1C1CCN(C(=O)CCc2ccc(F)cc2)CC1)C1CCOC1 (stereo not drawn)	-0.4	-3	0	i	4	-12	-3	2	-5
CSc1nsc(SC)c1C(=O)O	-0.1	0	10	i	3	7	-2	-9	-2
CC(=O)Nc1ccc(S(=O)(=O)NCCC(=O)OCC(=O)c2ccccc2)cc1	-0.7	-5	-7	i	-2	10	3	1	-5
O=C(CN1CCOc2ccccc21)NCc1cccs1	-0.9	-7	-4	i	-8	3	1	1	-14
O=C(O)C1CC=CCC1C(=O)Nc1cccc([N+](=O)[O-])c1 (stereo not drawn)	-1.5	-2	9	i	2	1	-1	3	-7
Cc1nn(C(C)(C)C)c(OC(=O)c2ccc3c(c2)OCO3)c1Sc1ccccc1	0.8	24	11	i	-1	-12	0	-2	0
Cc1ccc(S(=O)(=O)Cc2ccc(C(=O)NC3CCCCCC3)o2)cc1	1.1	1	3	i	-4	3	-1	-4	0
Cc1cccc(C)c1OCc1cc(C(=O)N(Cc2c(C)nn(C)c2C)C2CC2)no1	1.3	-2	-4	i	3	6	1	1	-2
CC(C)C[C@H](NC(=O)OC(C)(C)C)C(=O)N/N=C/C1=Cc2ccccc2OC1C (stereo partly drawn)	1.8	5	-3	·	-2	6	-7	0	-4
CCCCC[C@@H](C)N1C[C@H](COCc2ccccc2)Oc2cc(N3CC[C@H](O)C3)ccc2S1(=O)=O	-0.1	25	20*	i	2	14	-13	·	-2
CCOc1ccc(NC(=O)c2ccc(CNc3c(NC4CCCCC4)c(=O)c3=O)cc2)cc1	-1.9	-8	-10	i	-6	-16	-2	-1	-2
O=S(=O)(Nc1ccon1)c1cc(Cl)ccc1Cl	0.1	-3	-9	i	-4	-3	-1	-1	-3
O=C(Nc1ccc2c(c1)CCC2)c1ccc(F)c(S(=O)(=O)N2CCOCC2)c1	1.3	21	25*	i	5	5	-1	-1	-11
COc1ccc(CNC(=O)c2sc(=O)n(Cc3ccc(C)cc3)c2C)cc1OC	-0.9	0	-5	i	-10	0	6	3	-4
CN(C)S(=O)(=O)c1ccc(C(=O)Nc2nnc(Cc3ccccc3)s2)cc1	1.3	-23	-7	i	-4	-11	-3	2	-11
O=C(NCCSc1ncc(-c2ccc(F)cc2)[nH]1)c1ccc2c(c1)OCO2	-0.2	-2	4	i	-1	15	3	-3	1
CC(OC(=O)C(NC(=O)c1ccco1)C(C)C)C(=O)Nc1ncc(Cl)cc1Cl (stereo not drawn)	0.0	-7	3	i	0	-4	-2	0	2
Nc1ccc2c(c1)C1(CCC2)NC(=O)NC1=O (stereo not drawn)	-0.7	-10	-15	i	-7	0	-3	2	-1
Cc1ccc(C(=O)NCc2ccccn2)c(Cl)c1	-0.2	-3	8	i	-4	4	-2	1	1
CC(=O)N1CCN(c2nnc(-c3ccccc3)c3ccccc23)CC1	-0.4	-6	-4	i	4	5	2	-3	-3
CCCC(=O)c1ccc(N2CCN(S(=O)(=O)c3ccc(C)cc3)CC2)c(F)c1	-0.3	13	8	i	-11	-6	-6	3	-11
O=C(Nc1ccncc1)Nc1ccc(Cl)cc1Cl	-0.5	0	1	i	0	-13	-8	-4	-5
CN(C)c1ccc(/C=N/NC(=O)c2ccccc2)cc1	4.7*	3	9	i	6	-13	4	-1	-6
Cc1nc(NC(=O)COC(=O)CCC(=O)c2cccs2)c(Cl)cc1Cl	-0.6	-2	0	i	0	3	1	-5	-8
COC(=O)Cc1c(O)ccn(CCc2ccc(OC)c(OC)c2)c1=O	-0.5	-7	-3	i	0	-8	0	1	0
CCc1nc2ccccc2c(C(=O)OCC(=O)NCc2ccco2)c1C	0.4	-6	1	i	-2	-7	13	0	0

(further entries)
Compound	MsrA inh	FAS TE block	NRP1-CendR mod	Neddylation inh	E coli Lon inh	SKN-1 inh	MT1-MMP act inh	Rin1 Abl inh	MsrA act
CC(C)c1ccc(NC(=S)NNC(=O)c2cccnc2)cc1	1.4	-5	-4	i	-7	-12	4	2	-3
CCc1ccc2[nH]c(=O)c(CN(CCN3CCCC3)C(=O)NC3CCCCC3)cc2c1	1.3	-2	1	i	-1	16	-3	0	3
CSc1nnc(C)c(=O)n1COC(=O)/C=C/c1ccccc1	-0.9	-4	0	i	-7	-11	1	-5	-8
O=C(CCc1nnc2n(Cc3ccccc3)c(=O)c3ccccc3n12)NCCCN1CCCCC1	0.0	4	10	i	-5	5	4	0	-2
O=C(COC(=O)Cn1cnc2ccccc2c1=O)NCC12CC3CC(CC(C3)C1)C2	-0.5	-4	-12	i	-5	0	2	0	-1
Cc1cccc(-n2cc(CN(C)Cc3nccn3C)c(-c3cccc(F)c3)n2)c1	1.2	35	8	i	-2	13	-8	2	0
COc1ccc(S(=O)(=O)/N=C2\C=C(NS(=O)(=O)c3ccccc3)C(=O)c3ccccc32)cc1	0.8	6	42*	i	12	34	14	-4	-2
CC(=O)NC(=S)Nc1ccc(S(=O)(=O)Nc2ncccn2)cc1	-0.1	-4	8	i	1	7	-4	-1	-3
COc1ccc(NC(=O)c2cc(-c3ccc(C)o3)nc3ccccc23)cc1OC	0.4	10	7	i	-9	-9	-5	1	-14
O=C1C(O)=CC(=C(c2ccccc2)c2ccccc2)c2ccccc21	0.2	20	2	i	14	13	5	-2	9.8*
COc1ccccc1OC(=O)c1ccc(S(=O)(=O)N(C)C)cc1	-0.6	4	-6	i	5	16	0	1	2
Cc1cc(OCC(=O)N2CCC(O)CC2)c2c(C)cc(=O)oc2c1	·	-4	8	·	4	-6	-3	-1	-11
COc1ccccc1NS(=O)(=O)c1ccc2oc(SC)nc2c1	-0.2	9	14	i	3	-3	5	4	-7
Cc1c(Cl)cccc1N=c1c([N+](=O)[O-])nn(-c2ccccc2)n1O	0.0	-3	-7	i	8	52*	6	0	-4
COc1ccccc1N(CC(=O)NCc1ccccc1)S(C)(=O)=O	1.7	-2	6	i	8	-5	4	2	-5
O=C(c1ccc(F)cc1F)N1CCN(c2ccccn2)CC1	-1.1	-4	4	i	2	19	1	0	-4
CC1CCCN(C(=O)CSCC(=O)N=c2sc3ccccc3n2C)C1 (stereo not drawn)	0.8	-8	-14	i	1	2	3	2	-4
CC(=O)N(C1=C(O)c2ccccc2C(=O)C1=O)C1CCCCC1	1.8	-7	-3	i	7	20	10	-1	-5
COc1ccccc1N(C(=O)c1ccco1)C(C(=O)NC1CCCC1)c1cccnc1 (stereo not drawn)	0.1	-11	16	i	9	7	-1	4	-5
CSCC[C@H](N)C(=O)N1CCC(C(=O)N[C@@H](C)C(=O)NCc2ccc(F)cc2)CC1	-0.4	-4	6	i	10	16	2	-1	2
CCN(CC)C(=O)C1=C(C)Nc2ncnn2C1c1cccnc1 (stereo not drawn)	1.2	-6	-2	i	-6	3	-4	0	-2
CCOc1ccc(OCC)c(NC(=O)Cn2cccc2)c1	·	1	-6	i	2	-4	1	4	-4
C=CCn1c(SCC(=O)NC2(C)CCS(=O)(=O)C2)nc2ccccc21 (stereo not drawn)	0.0	-8	18	i	-19	9	2	1	-2
Cc1ccc(-n2ncc3c(NCc4ccccn4)ncnc32)c(C)c1	0.8	0	3	i	10	26	2	-1	-3
CC(C)(C)OC(=O)N1CCC2(CC1)Oc1ccc(F)cc1C(=O)C21CC(c2cccnc2)=NO1 (stereo not drawn)	1.1	4	-15	i	5	-2	-1	3	-12
COc1cc(NCCCC(C)N)c2ncccc2c1 (stereo not drawn)	-0.8	23	44*	i	44*	61	3	-1	12*
